Diaphorase act – counter-screen for diaphorase-based assays: diaphorase activators and chemical reducers | Diaphorase/resazurin coupled assay, resorufin fluorescence, 16 min; active compounds read high; 1 = vehicle wells, 0 = NADH-free wells | activation factor at 20 µM | 0.005% of 190,000 active;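 active means diaphorase activity raised at least twofold by the compound at 20 µM; inactive means activation factor below 2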
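Material: purified diaphorase enzyme from Clostridium kluyveri / Medium: HEPES pH 7.4 buffer with MgCl2 and Tween 20 / Schedule: enzyme reaction of 16 min at room temperature / Measured by: resorufin fluorescence, excitation 544 nm, emission 590 nm / Evaluation: rise in resorufin formation, marking diaphorase activation or chemical reduction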
G6PDH counter – counter-screen for G6PDH assay hits: L. mesenteroides G6PDH inhibition. Purified L. mesenteroides G6PDH, diaphorase/resazurin coupled fluorescence, 45 min. inhibition, % at 5 µM. 0.12% of 200,000 active. AID 1020; in the data active means inhibition above about 50%
PMI act – increases human mannose-6-phosphate isomerase activity. P34949. 0.005% of 190,000 active. activation factor at 20 µM. purified human PMI, coupled resazurin fluorescence, 20 min; active compounds read high; 1 = vehicle control, 0 substrate-free wells;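 active means activation factor of 2 or more at 20 µM, relative to plate controls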
Efa HMGR inh – blocks class II HMG-CoA reductase of Enterococcus faecalis | purified E. faecalis HMGR, NADPH absorbance 340 nm kinetic | inhibition, % at 10 µM | 0.41% of 190,000 active;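 active means inhibition above a set limit, the median over all tested compounds plus 3 SD, cut at about 9.5% in these data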;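 further: enzyme runs in reverse so mevalonate oxidation gives rising NADPH absorbance; 0% = complete reaction with DMSO and 100% = background rate lacking mevalonate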
TNAP inh no acc – TNAP (human) inhibition, acceptor-free conditions; P05186; purified TNAP, CDP-star luminescence, 30 min; inhibition, % at 20 µM; 0.26% of 200,000 active;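 active means tissue-nonspecific alkaline phosphatase inhibition above about 50% at 20 µM in the single-dose screen, limit read from the data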;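 further: 0% = DMSO negative control and 100% = EDTA positive control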
Target sequence (P05186 whole entry, looked up): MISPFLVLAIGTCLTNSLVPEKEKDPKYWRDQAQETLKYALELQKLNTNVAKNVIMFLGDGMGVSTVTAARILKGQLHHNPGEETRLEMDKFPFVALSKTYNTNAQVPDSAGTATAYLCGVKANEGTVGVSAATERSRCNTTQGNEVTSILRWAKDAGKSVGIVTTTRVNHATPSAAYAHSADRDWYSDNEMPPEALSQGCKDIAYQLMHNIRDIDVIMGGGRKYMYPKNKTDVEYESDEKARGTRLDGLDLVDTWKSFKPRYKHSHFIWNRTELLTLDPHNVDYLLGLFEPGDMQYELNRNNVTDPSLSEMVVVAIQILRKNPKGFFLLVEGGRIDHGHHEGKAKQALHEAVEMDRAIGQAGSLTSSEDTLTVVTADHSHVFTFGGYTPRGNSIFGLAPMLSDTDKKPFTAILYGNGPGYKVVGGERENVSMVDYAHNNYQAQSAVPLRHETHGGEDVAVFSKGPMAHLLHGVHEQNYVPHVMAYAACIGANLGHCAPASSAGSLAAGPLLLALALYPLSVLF
TNAP act hi DEA – TNAP (human) activation, high acceptor; P05186; purified TNAP, CDP-star luminescence, 1 M DEA, 30 min; active compounds read high; 0 = EDTA background, 1 = DMSO-only activity; activation factor at 20 µM; 200,000 tested, under 10 active; AID 1136;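 active means activation factor at least 2 at 20 µM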
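Assay system: human TNAP; Input: enzyme diluted 1/800 final; Reagent: CDP-star luminogenic substrate at 100 µM final; Timing: 30 min, room temperature; Signal: luminescence; Evaluation: TNAP activation factor scaled between EDTA and DMSO control wells.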
Diaphorase inh – inhibits diaphorase or chemically oxidizes, flagging diaphorase assay artifacts. diaphorase resazurin-to-resorufin fluorescence, NADH, 16 min; bacterial (C. kluyveri) enzyme, not human. 0.69% of 190,000 active. inhibition, % at 20 µM;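 active means primary screen inhibition at 20 µM above a set limit, cut at about 50% in these data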;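 further: plate controls were DMSO with full reaction for no effect and wells lacking NADH for full effect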
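material = Clostridium kluyveri diaphorase enzyme | amount = 0.14 U/mL diaphorase, enzyme working solution | schedule = incubation 16 min, room temperature | detection = fluorescence of resorufin formed from resazurin, Ex 544/Em 590 nm | benchmarks = positive control minus NADH, DMSO neutral control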
FLuc stim CS – affects firefly luciferase, flagging false hits in luciferase stimulation screens; P08659; ATPlite luciferase biochemical, luminescence, 10 min; 0 = ATP-free wells, 1 = DMSO control; activation factor at 10 µM; 200,000 tested, under 10 active;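 active means luciferase activation factor, scaled between plate controls, of at least 2 with compound at 10 µM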
Target sequence (P08659 whole entry, looked up): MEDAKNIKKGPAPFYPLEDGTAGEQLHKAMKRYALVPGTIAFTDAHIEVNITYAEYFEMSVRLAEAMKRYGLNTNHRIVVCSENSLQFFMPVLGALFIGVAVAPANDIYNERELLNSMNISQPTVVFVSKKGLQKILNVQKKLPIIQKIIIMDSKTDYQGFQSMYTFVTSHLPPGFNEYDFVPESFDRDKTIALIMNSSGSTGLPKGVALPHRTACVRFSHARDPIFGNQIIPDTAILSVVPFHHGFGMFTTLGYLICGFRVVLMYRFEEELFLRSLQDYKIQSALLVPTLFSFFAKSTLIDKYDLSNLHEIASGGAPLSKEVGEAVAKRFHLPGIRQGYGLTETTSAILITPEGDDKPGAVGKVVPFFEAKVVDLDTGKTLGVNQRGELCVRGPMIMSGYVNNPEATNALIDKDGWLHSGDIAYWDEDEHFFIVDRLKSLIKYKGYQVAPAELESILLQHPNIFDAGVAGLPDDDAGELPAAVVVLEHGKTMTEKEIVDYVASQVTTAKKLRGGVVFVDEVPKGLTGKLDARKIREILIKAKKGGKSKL
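test system = cell-free luciferase reagent | medium = PBS as buffer for the ATP substrate | dosing = test compounds dosed from 2 mM stocks in 100% DMSO | incubation = 10 min at ambient temperature | detection = luminescence measurement of luciferase light output | benchmarks = low control with PBS replacing ATP, high control enzyme plus ATP without compound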
PMI act hi M6P – activators of human phosphomannose isomerase at near-saturating mannose 6-phosphate; P34949; coupled PMI enzyme assay, resazurin fluorescence, 20 min; active compounds read high; 1 = untreated enzyme, 0 = substrate-free blank; activation factor at 20 µM; 0.34% of 190,000 active;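 active means activation factor of 2 or more at 20 µM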
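Test system: human phosphomannose isomerase with PGI, G6PDH, diaphorase coupling enzymes / Doses: 20 µM compound, 1% DMSO / Times: enzyme reaction with compound 20 min at room temperature / Measured by: Diaphorase-driven resazurin-to-resorufin fluorescence, excitation 544, emission 590 nm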
TNAP inh hiacc – blocks human TNAP under high phosphate acceptor concentration; purified TNAP, CDP-star luminescence, 1 M DEA; inhibition, % at 20 µM; 0.03% of 200,000 active; AID 1135;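 active means over 50% inhibition of tissue-nonspecific alkaline phosphatase at 20 µM in the single-dose screen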;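 further: plate controls were DMSO wells for no effect and EDTA-quenched wells as full inhibition for full effect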
* = called active by the depositor.

SMILES	Diaphorase act	G6PDH counter	PMI act	Efa HMGR inh	TNAP inh no acc	TNAP act hi DEA	Diaphorase inh	FLuc stim CS	PMI act hi M6P	TNAP inh hiacc
CCOC(=O)c1cc(CC)sc1/N=C/c1c(O)[nH]c(=S)[nH]c1=O	1	-8.4	1.4	-1.5	-10.2	1	1.0	1	1.8	2.9
COc1ccccc1C(=O)C1CCCN(Cc2cnc(C)s2)C1 (configuration not stated)	0.9	7.1	1	-1.5	-8.6	1.1	7.6	1.1	1	-6.7
Clc1ccccc1CNC1CN2CCC1CC2 (configuration not stated)	1.1	5.3	1.3	1.1	-4.7	1.1	-9.1	1	1.3	-8.2
COc1ccccc1CCNC1CCCC(C)C1 (configuration not stated)	1	5.6	1	-2.9	-5.2	1	3.7	1	1.1	-2.7
CC(C)CCCn1c(O)c(/C=C2/C=CC=N2)c(=O)[nH]c1=O	0.8	1.7	1	-6.3	3.2	1	18.5	1.1	1	-0.9
CCOC(=O)C1CCN(/C=C2/C(=O)NC(=O)N(c3cccc(C)c3C)C2=O)CC1	1	5.7	1	-4.1	-4.0	1	-3.2	1	0.9	-3.5
Cc1cccc(C(=O)Nc2ccc(Cl)cc2C(=O)c2ccccc2)c1	0.9	9.2	0.9	-1.1	-1.6	1	13.2	1	0.9	1.6
COc1ccc(C(C)=O)cc1CC(C(=O)c1ccc(F)cc1)N(C)C (configuration not stated)	1.1	14.9	1	-4.9	0.3	1	-6.4	1	1	-1.7
CCOc1ccc(-c2cc(C)[n+](CCO)c(-c3ccc(OCC)cc3)c2)cc1	1.1	-1.0	1	-2.9	-1.5	1	-9.3	1	1	3.1
CN1CCN(c2ccc(Cl)cc2N)CC1	1	8.2	1	0.6	-2.1	1	2.9	1	1	3.9
Cc1c(C(c2ccc(Cl)cc2Cl)c2c(O)c3ccccc3oc2=O)c(=O)n(-c2ccccc2)n1C (configuration not stated)	0.8	9.5	1	-7.7	-13.4	1.1	16.5	1	1.1	-5.7
CCN1CCN(c2ccc(NC(=O)C(C)C)cc2Cl)CC1	0.9	15.7	1	-8.6	0.8	1.1	5.4	1.1	1	-5.0
CCOP(=S)(OCC)c1ccc(N(C)C)cc1	0.9	10.8	0.9	-3.6	-11.1	1	11.1	1.1	0.9	-3.6
O=c1[nH]c(=O)n(-c2ccccc2)c(O)c1/C=C1/C(c2ccccc2)=Nc2ccccc21	0.8	9.6	1.1	6.6	18.9	0.8	17.3	1	1.1	15.0
CN1CCN(c2ccc(F)cc2N)CC1	1	-1.0	1.1	-2.0	-10.7	1	2.1	1.1	1	-1.7
O=P(c1ccccc1)(c1nc2ccccc2s1)N1CCOCC1 (configuration not stated)	0.9	-5.1	1.1	-7.4	-3.0	1	6.6	1.1	1.1	-3.0
Cc1cc(C)n2nc(SC(C)C(=O)N3CCC4(CC3)OCCO4)nc2n1 (configuration not stated)	0.9	1.3	0.9	-1.4	-5.7	1	12.7	1	0.9	0.7
CN1CCN(Cc2nnc3n2-c2ccc(Cl)cc2C(c2ccccc2)=NC3)CC1	0.9	5.3	1	-4.8	3.0	1	9.5	1	0.9	0.0
C/C(=N\N1CCN(C)CC1)c1c(O)n(Cc2ccccc2)c(=O)[nH]c1=O	1.1	-10.5	1	2.9	-0.3	1	-6.2	1	1	-1.0
O=c1[nH]c(=O)n(CCc2ccccc2)c(O)c1C=NCCCn1ccnc1	0.9	3.3	1	0.7	3.6	1.1	7.6	1.1	1.1	-5.0
CCc1c(C)nc(N)nc1N1N=C1SCCOc1ccccc1	1.2	9.3	1.1	-0.2	2.3	1	-21.0	1	1.1	-3.8
COc1ccc(N2CC2c2ccncc2)cc1 (configuration not stated)	1	-3.3	0.9	5.5	-18.2	1	0.3	1	0.6	-2.2
CCc1c(C)nc(N)nc1N1N=C1SCC(N)=O	1	8.3	1	-3.8	-13.0	1	4.0	1.1	1	-1.8
O=C1CC2OCC=C3CN4CCC56c7cc([N+](=O)[O-])ccc7N1C5C2C3CC46 (configuration not stated)	0.9	-1.4	0.9	-1.1	-5.9	1.1	14.0	1	0.9	-6.0
CC(N)Cc1ccccc1Sc1ccc(O)cc1 (configuration not stated)	0.9	6.4	1	-1.2	-16.5	1.1	14.5	1.1	1	-10.4

Random excerpt: 2 entries already listed, in no set order.
SMILES	Diaphorase act	G6PDH counter	PMI act	Efa HMGR inh	TNAP inh no acc	TNAP act hi DEA	Diaphorase inh	FLuc stim CS	PMI act hi M6P	TNAP inh hiacc
Cc1c(C(c2ccc(Cl)cc2Cl)c2c(O)c3ccccc3oc2=O)c(=O)n(-c2ccccc2)n1C (configuration not stated)	0.8	9.5	1	-7.7	-13.4	1.1	16.5	1	1.1	-5.7
C/C(=N\N1CCN(C)CC1)c1c(O)n(Cc2ccccc2)c(=O)[nH]c1=O	1.1	-10.5	1	2.9	-0.3	1	-6.2	1	1	-1.0

The listing continues.
SMILES	Diaphorase act	G6PDH counter	PMI act	Efa HMGR inh	TNAP inh no acc	TNAP act hi DEA	Diaphorase inh	FLuc stim CS	PMI act hi M6P	TNAP inh hiacc
CCn1c(O)c(C=Nc2ccc(S(N)(=O)=O)cc2)c(=O)n(CC)c1=S	0.8	3.1	0.8	-4.3	-1.9	1	16.0	1	0.7	3.1
CC1(C)COC(Nc2ccc(Cl)cc2)=N1	1	3.1	1.1	-8.1	-10.1	1.1	-4.1	1	1.1	-6.1
CN1CCN(c2ccccc2N)CC1	1.1	10.7	0.9	0.2	4.3	1	-11.1	1	1	-4.3
Cc1cc(/C=C2\C(=O)NC(=O)N(Cc3ccccc3)C2=O)c(C)n1C1CC1	0.8	-5.1	1	2.1	-4.5	1	15.1	1	1	-0.6
C=CCn1c(O)c(C(CC)=Nc2cc(OC)ccc2OC)c(=O)[nH]c1=O	0.8	2.2	0.8	-1.6	-3.0	1	22.4	1.1	0.4	2.4
COc1ccc(-c2nc3ccccc3c(=O)n2-c2ccc(OC)cc2)cc1	0.9	12.4	1	1.5	-6.6	1.1	8.8	1	0.9	-5.4
O=C(N/N=C1/CN2CCC1CC2)c1cccc(O)c1	0.7	5.4	1	1.4	-8.5	1	28.0	1	1.1	1.5
COc1ccc(NC(=O)c2cn(CCC#N)nc2-c2ccc([N+](=O)[O-])cc2)cc1	1	6.1	1.1	-1.2	10.1	1	1.1	1.1	1.1	1.7
COc1ccccc1N=Cc1c(O)n(C)c(=O)n(C)c1=O	0.9	3.1	1	2.4	-10.8	1	6.3	0.8	0.9	-2.3
COc1cccc(C2C([N+](=O)[O-])=C(N)Oc3c2c(=O)oc2ccccc32)c1 (configuration not stated)	0.9	8.2	1	-0.7	-7.1	1.1	6.8	1.1	1	-11.4
Cn1c2ccccc2c2cnn(CC(=O)N3CCC4(CC3)OCCO4)c(=O)c21	1	1.8	0.9	2.2	-11.1	1	-1.1	1	1	-0.8
CCN(CC)c1ccc(N=Cc2c(O)n(-c3cc(OC)ccc3OC)c(=O)[nH]c2=O)cc1	0.6	12.2	0.9	-2.1	-2.3	1	41.4	1	0.7	-1.9
O=C(c1cccs1)N1C2CCC1CC(O)(c1cccnc1)C2 (configuration not stated)	1	6.2	1	-7.9	1.1	1	-0.1	1.1	1	-2.8
O=C1NC(=S)N(c2ccc(Cl)cc2)C(=O)/C1=C/N1CCN(C(=O)c2ccco2)CC1	0.9	-1.0	0.6	0.3	-8.5	1	14.2	1	0.7	-2.7
COP(=O)(OC)C1(O)C(=O)Nc2ccc(Br)cc21 (configuration not stated)	0.9	7.9	0.9	0.9	-8.7	1	8.5	1.1	0.9	-0.2
O=S(=O)(c1ccccc1)N1CC1c1ccccc1 (configuration not stated)	1.1	5.4	1.1	-0.7	22.4	1	-8.6	1	1.1	-2.3
O=C1C=C2C=C[C@H]3C[C@]2(O1)[C@@H]1CCCCN13	0.9	7.0	1	0.4	-13.1	1	6.7	1	1	-2.8
Cc1cccc(-c2nc3ccccc3c(=O)n2-n2cccc2)c1	1	10.9	1	-3.9	0.0	1	2.4	1.1	1	1.0
O=c1[nH]c(O)c(C=Nc2ccccc2[N+](=O)[O-])c(=O)[nH]1	1.1	1.4	1.1	-4.8	-8.8	1	-9.7	1	1.1	-2.8
O=[N+]([O-])[N-][n+]1cnn(Cc2ccccc2)c1	1	5.5	1.1	-2.5	4.9	1	3.1	1.1	1.1	-0.6
O=C1C2CCCN2C(c2ccccc2)N1c1ccccn1 (configuration not stated)	0.8	2.9	0.9	-1.0	-11.2	1	16.0	1	1	-4.4
Cc1ccc(-n2nc(C)c(C3C(C#N)=C(N)Oc4c3c(=O)oc3ccccc43)c2Cl)cc1 (configuration not stated)	0.8	-59.0	0.9	-3.5	2.4	1	15.8	1	0.9	3.5
CC1(C)C(C(=O)NN2C(=O)c3ccccc3C2=O)C1(C)C	0.9	2.5	1	-6.4	-8.0	0.9	8.3	1	1	10.4

Profiles as entered above. Screens in order: Diaphorase act, G6PDH counter, PMI act, Efa HMGR inh, TNAP inh no acc, TNAP act hi DEA, Diaphorase inh, FLuc stim CS, PMI act hi M6P, TNAP inh hiacc
`COc1cccc(C2C([N+](=O)[O-])=C(N)Oc3c2c(=O)oc2ccccc32)c1` (configuration not stated) is listed with 0.9, 8.2, 1, -0.7, -7.1, 1.1, 6.8, 1.1, 1, -11.4
`C=CCn1c(O)c(C(CC)=Nc2cc(OC)ccc2OC)c(=O)[nH]c1=O` is listed with 0.8, 2.2, 0.8, -1.6, -3.0, 1, 22.4, 1.1, 0.4, 2.4

Sorted by SMILES length (low to high): four of the compounds above.
SMILES	Diaphorase act	G6PDH counter	PMI act	Efa HMGR inh	TNAP inh no acc	TNAP act hi DEA	Diaphorase inh	FLuc stim CS	PMI act hi M6P	TNAP inh hiacc
COc1ccccc1N=Cc1c(O)n(C)c(=O)n(C)c1=O	0.9	3.1	1	2.4	-10.8	1	6.3	0.8	0.9	-2.3
Cc1cccc(-c2nc3ccccc3c(=O)n2-n2cccc2)c1	1	10.9	1	-3.9	0.0	1	2.4	1.1	1	1.0
CC1(C)C(C(=O)NN2C(=O)c3ccccc3C2=O)C1(C)C	0.9	2.5	1	-6.4	-8.0	0.9	8.3	1	1	10.4
Cc1cc(/C=C2\C(=O)NC(=O)N(Cc3ccccc3)C2=O)c(C)n1C1CC1	0.8	-5.1	1	2.1	-4.5	1	15.1	1	1	-0.6

Only part of the results is shown, so the mix of outcomes need not match the whole.
